LYPLA2 inh: LYPLA2 inhibitors, primary screen, counter-screen for PME1 inhibitor project, biochemical, fluorescence polarization, FP-Rh probe ABPP; actives 0.38% (n = 320,000); AID 2177, 2009; recombinant LYPLA2; inhibition, % at 5.9 µM; Acyl-protein thioesterase 2 (Homo sapiens), O95372;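 active = inhibition above the screen-wide mean plus 3 SD, limit set per campaign, cut at about 26% in these data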;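 also: 0% = LYPLA2 with DMSO and 100% = wells lacking LYPLA2 enzyme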
PAD4 inh: human PAD4 inhibitors, primary screen, biochemical, fluorescence polarization, 1536-well format; Protein-arginine deiminase type-4 (Homo sapiens), Q9UM07; recombinant PAD4, RCA probe fluorescence polarization; inhibition, % at 6.36 µM; actives 0.41% (n = 330,000); AID 485272, 2010;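 active = percent inhibition above a cutoff equal to the mean of all tested compounds plus 3 SD, cut at about 15% in these data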;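 also: 0% = PAD4 with RCA probe and DMSO and 100% = probe without PAD4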
Target sequence (Q9UM07 whole entry, looked up): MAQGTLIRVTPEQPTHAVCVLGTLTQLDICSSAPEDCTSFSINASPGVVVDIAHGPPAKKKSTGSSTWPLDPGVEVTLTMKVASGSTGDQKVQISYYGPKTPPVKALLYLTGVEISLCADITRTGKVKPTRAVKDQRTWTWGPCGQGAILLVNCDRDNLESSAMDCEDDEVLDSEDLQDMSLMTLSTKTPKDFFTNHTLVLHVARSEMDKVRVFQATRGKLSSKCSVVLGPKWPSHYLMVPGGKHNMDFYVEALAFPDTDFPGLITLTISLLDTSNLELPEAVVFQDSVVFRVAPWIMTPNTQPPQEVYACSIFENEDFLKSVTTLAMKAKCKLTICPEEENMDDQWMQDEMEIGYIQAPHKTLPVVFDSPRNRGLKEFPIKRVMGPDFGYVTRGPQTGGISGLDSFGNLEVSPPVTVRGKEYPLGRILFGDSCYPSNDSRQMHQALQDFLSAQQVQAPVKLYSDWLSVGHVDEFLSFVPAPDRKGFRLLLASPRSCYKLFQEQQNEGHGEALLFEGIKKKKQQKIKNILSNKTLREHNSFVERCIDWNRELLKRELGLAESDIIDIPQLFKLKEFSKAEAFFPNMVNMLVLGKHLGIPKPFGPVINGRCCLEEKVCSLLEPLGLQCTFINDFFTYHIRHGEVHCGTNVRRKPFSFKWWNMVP
PAFAH1B2 FP inh: PAFAH1B2 enzyme inhibitors, primary screen, biochemical, fluorescence polarization, human | Platelet-activating factor acetylhydrolase IB subunit alpha2 (Homo sapiens), P68402 | recombinant PAFAH1B2, FP-rhodamine activity probe | inhibition, % at 3.39 µM | actives 1.2% (n = 340,000) | AID 492953, 2010;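 active = inhibition above the mean of all tested compounds plus 3 SD, cut at about 24% in these data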;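 also: 0% = enzyme with DMSO and 100% = wells lacking PAFAH1B2; many of its hits are not listed in these tables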
GSTO1 counter: inhibitors of recombinant GSTO1, primary screen, counter-screen for RBBP9 inhibitor project, biochemical, fluorescence polarization | Glutathione S-transferase omega-1 (Homo sapiens), P78417 | actives 1.1% (n = 300,000) | activity-based probe fluorescence polarization | AID 1974, 2009 | inhibition, % at 5.96 µM;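 active = inhibition above the campaign mean inhibition plus 3 SD, cut at about 35% in these data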;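 also: 0% = GSTO1-1 with DMSO and 100% = wells lacking GSTO1-1 enzyme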
LYPLA1 counter: LYPLA1 inhibitors, primary screen, counter-screen for PME1 inhibitor project, biochemical, fluorescence polarization, FP-Rh probe ABPP; recombinant LYPLA1; Acyl-protein thioesterase 1 (Homo sapiens), O75608; actives 0.16% (n = 320,000); inhibition, % at 5.9 µM;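 active = inhibition above the mean of all tested compounds plus 3 SD, set per campaign, cut at about 14% in these data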;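 also: inhibitors block serine hydrolase probe labeling of LYPLA1 so polarization falls; 0% = enzyme with DMSO and 100% = wells lacking LYPLA1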
pPAFAH inh: pPAFAH enzyme inhibitors, primary screen, biochemical, fluorescence polarization, human; recombinant pPAFAH, FP-rhodamine probe fluorescence polarization; inhibition, % at 3.39 µM; Platelet-activating factor acetylhydrolase (Homo sapiens), Q13093; actives 1.5% (n = 330,000);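 active = inhibition above the mean inhibition across the screen plus 3 SD, cut at about 25% in these data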;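 also: inhibitors block binding of the rhodamine activity-based probe so polarization drops; 0% = enzyme with DMSO and 100% = wells lacking pPAFAH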
PAFAH2 FP inh: PAFAH2 enzyme inhibitors, primary screen, biochemical, fluorescence polarization, human; Platelet-activating factor acetylhydrolase 2, cytoplasmic (Homo sapiens), Q99487; recombinant PAFAH2, FP-rhodamine activity probe; inhibition, % at 3.39 µM; actives 0.99% (n = 340,000);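 active = inhibition above the mean over all tested compounds plus 3 SD, cut at about 30% in these data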;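 also: inhibitors block probe labeling of enzyme so polarization drops; 0% = enzyme with DMSO and 100% = wells lacking PAFAH2 protein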
PAFAH1B3 FP inh: PAFAH1B3 enzyme inhibitors, primary screen, biochemical, fluorescence polarization, human | actives 0.28% (n = 340,000) | AID 492972, 2010 | recombinant PAFAH1B3, FP-rhodamine probe | inhibition, % at 3.39 µM | Platelet-activating factor acetylhydrolase IB subunit alpha1 (Homo sapiens), Q15102;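 active = inhibition above the screen-wide average of all tested compounds plus 3 SD, cut at about 25% in these data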;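 also: 0% = enzyme with DMSO only and 100% = wells lacking PAFAH1B3 protein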
Target sequence (Q15102 whole entry, looked up): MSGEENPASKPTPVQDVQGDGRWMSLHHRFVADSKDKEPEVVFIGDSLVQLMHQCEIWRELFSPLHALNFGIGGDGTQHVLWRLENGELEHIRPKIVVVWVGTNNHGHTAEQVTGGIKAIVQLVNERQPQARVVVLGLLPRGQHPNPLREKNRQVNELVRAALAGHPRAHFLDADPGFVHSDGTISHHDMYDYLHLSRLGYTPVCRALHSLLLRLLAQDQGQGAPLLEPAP
PME-1 primary: PME-1 inhibitors via competitive probe labeling, primary screen, biochemical, fluorescence polarization, FP-Rh probe, HTS; Protein phosphatase methylesterase 1 (Homo sapiens), Q9Y570; recombinant PME-1; inhibition, % at 5.9 µM; actives 0.53% (n = 320,000); AID 2130, 2009;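 active = inhibition above the campaign mean of all compounds plus 3 SD, cut at about 26% in these data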;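 also: competitive labeling of PME-1 active site by serine hydrolase directed probe; 0% = PME-1 with DMSO and 100% = wells lacking PME-1 enzyme; inhibitors block probe labeling so polarization falls and inhibition rises; many of its hits are not listed in these tables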
The depositor's hits bear a star; . = not tested or not shown. An excerpt, so the mix of outcomes need not match the whole.

Values run as follows: LYPLA2 inh	PAD4 inh	PAFAH1B2 FP inh	GSTO1 counter	LYPLA1 counter	pPAFAH inh	PAFAH2 FP inh	PAFAH1B3 FP inh	PME-1 primary
Cc1ccccc1/C(N)=N/OC(=O)N1c2ccccc2Sc2ccccc21
  5	1	6	11	-6	18	7	3	1
O=C1NC(Cc2ccccc2)c2nc3cc(F)ccc3c(=O)n2-c2cc(Cl)ccc21 (stereo not given)
  -2	0	.	.	-4	4	.	.	0
CC(=O)c1c(C)oc2ccc(NS(=O)(=O)c3ccccc3)cc12
  1	3	2	-4	-4	7	2	3	2
O=C(N/N=C1\CCc2ccccc21)c1ccc(O)cc1
  9	-3	0	-8	-1	-1	-4	1	5
CC(=O)c1cccc(N2C(=O)CC(N3CCN(S(=O)(=O)c4ccccc4F)CC3)C2=O)c1 (stereo not given)
  .	4	0	.	.	1	6	2	.
COC(=O)C1(NC(=O)NC2CCCCC2)CCCCC1
  1	-3	2	4	4	1	5	-1	-3
CN(C)CC(O)COC(c1ccccc1)c1ccccc1 (stereo not given)
  -7	2	0	3	-6	2	4	-4	0
CCn1c(=O)c(C(=O)NCc2cccnc2)c(O)c2ccccc21
  -3	-5	0	10	-4	11	-7	5	10
Cc1nc2ccccc2nc1OCC(=O)Nc1ccc(F)cc1
  11	1	6	7	1	-1	-4	8	-2
O=C(NCCN1CCOCC1)C1CCN(S(=O)(=O)N2CCCC2)CC1
  1	1	0	10	2	-4	2	3	-9
Cc1cc(C)nc(NC(=O)C(C)N2C(=O)c3ccccc3C2=O)n1 (stereo not given)
  3	-4	2	0	0	-1	-7	7	-7
CC1=CC(=O)[C@H]2C(C)(C)CCC[C@]2(C)[C@@]1(O)CO
  4	2	1	-8	-1	11	-1	3	-3
CN(C)c1ccc(C(=O)NC2(N3CCC3=O)CCCC2)cc1
  8	-3	1	15	5	-2	2	2	-1
COc1cc(CNCCCN2CCOCC2)cc(Br)c1OCC(=O)N1CCCCC1
  2	0	7	6	-1	1	-5	4	2
COc1ccc(CCNS(=O)(=O)c2cccc3cccnc23)cc1OC
  1	-1	-3	-5	4	0	2	4	11
O=C(NCCc1ccccc1)C(=O)NCC1CCCO1 (stereo not given)
  3	-5	5	-8	4	1	2	4	5
Cc1cc(C)cc(-c2nnc(SCC(=O)N3CCN(C(=O)c4ccco4)CC3)o2)c1
  0	4	5	6	-1	3	5	2	8
COc1ccc(CNC(=O)COc2cccnc2[N+](=O)[O-])cc1OC
  -11	8	3	-1	0	-7	-2	6	-10
CCOC(=O)N1CCC(n2c(SCC(=O)NCCc3ccc(S(N)(=O)=O)cc3)nc3ccccc3c2=O)CC1
  3	7	6	3	3	6	3	9	1
CCOC(=O)CSC1=N/C(=C\c2cc(OC)c(OC)c(OC)c2)C(=O)N1C
  -4	3	6	8	-3	-4	-3	8	0

Values run as follows: LYPLA2 inh	PAD4 inh	PAFAH1B2 FP inh	GSTO1 counter	LYPLA1 counter	pPAFAH inh	PAFAH2 FP inh	PAFAH1B3 FP inh	PME-1 primary
CCOc1ccc(-c2cc3nc(C4CCN(C(=O)OC(C)(C)C)CC4)c(C(=O)O)cn3n2)cc1
  -7	-2	-4	-10	0	4	-8	-1	-8
Cc1cccc(Nc2nc(N)nc(CSC(=S)N3CCOCC3)n2)c1
  2	0	-2	4	2	4	18	7	-9
COc1ccc(-c2ccc([C@H]3[C@@H]4C=CCC[C@@]4(C)C(=O)N3Cc3ccccc3)c(F)c2)cc1
  -3	-2	-3	-6	0	0	3	-4	-7
Cc1[nH]c2ccccc2c1C(=O)C(C)OC(=O)C1CCC1 (stereo not given)
  0	5	6	4	1	-10	5	4	-4
Cc1cc(C)cc(OCC(=O)NC2CCCc3ccccc32)c1 (stereo not given)
  -1	0	2	5	-6	5	-3	-6	8
COc1ccc(-c2nnc(SCc3csc(N)n3)n2C)cc1
  6	-1	3	3	-1	2	-3	16	0
Cc1ccc(S/C(=N\S(=O)(=O)c2ccc(Cl)cc2)c2ccccc2)cc1
  -5	-7	1	-1	-2	-1	6	8	1
O=[N+]([O-])c1ccc(N2CCCCC2)cc1SCCO
  -1	1	10	12	-2	1	3	3	-1
CC(=O)N1CCN(S(=O)(=O)c2cccc(C(=O)Nc3ccccc3N3CCCC3)c2)CC1
  -2	-10	1	-14	2	-5	4	5	-4
CC1=CC(=O)CC(C)(C)C1(O)/C=C/C(C)=C/C(=O)O (stereo not given)
  3	0	3	-8	-1	-5	7	14	12
O=c1cc([O-])[n+]2c3n1CCCN3CCC2
  0	-8	-5	8	-2	6	-2	-1	1
CCS(=O)(=O)N1CCN(c2ccc([N+](=O)[O-])c(NCC3CCCO3)c2)CC1 (stereo not given)
  12	2	3	2	0	1	2	3	-2
O=C(Nc1cccc(S(=O)(=O)N2CCOCC2)c1)c1cnccn1
  -2	0	1	8	2	-3	2	5	4
Cn1cc(S(=O)(=O)NC2CCCC2)c(=O)n(C)c1=O
  6	3	1	-6	-1	2	2	2	-2
COc1ccccc1C/C(N)=N/OC(=O)c1cccc([N+](=O)[O-])c1C
  10	1	1	0	2	7	9	10	2
N=c1oc2cc(O)ccc2cc1C(=O)Nc1ccccn1
  0	-1	.	7	-1	7	.	.	-5
CC(=O)c1cccc(NC(=O)Nc2ccccc2)c1
  3	0	7	2	-3	1	4	13	-8
Cc1ccc2nc(SCC(=O)Nc3ccc(Br)cc3)nc(=O)n2c1
  3	-3	3	7	-1	1	9	1	-1
O=C(O)c1nn(CC(=O)N(C2CCCCC2)C2CCCCC2)c(=O)c2ccccc12
  5	0	4	3	1	1	7	-7	2
CC1CCN(S(=O)(=O)c2ccc(C(=O)NC3CCS(=O)(=O)C3)cc2)CC1 (stereo not given)
  -3	-3	13	8	1	1	0	-3	1

Values run as follows: LYPLA2 inh	PAD4 inh	PAFAH1B2 FP inh	GSTO1 counter	LYPLA1 counter	pPAFAH inh	PAFAH2 FP inh	PAFAH1B3 FP inh	PME-1 primary
CCOC(=O)C1=NN(c2ccc(C)cc2)C2(S1)SC(C(C)=O)=C(C)N2c1ccccc1 (stereo not given)
  3	-2	4	-2	2	1	12	1	1
Fc1ccc(-c2[nH]ncc2CN(CC2CCC2)CC2CCCO2)c(F)c1 (stereo not given)
  7	2	2	5	1	1	-2	-4	8
Cc1ccc(NNC(=O)CCc2ccccc2)c(C)c1
  4	2	3	3	0	7	8	10	6
Cc1cccn2c(=O)c(C(=O)NCCCN3CCCCC3C)c(O)nc12 (stereo not given)
  -4	-3	8	4	-2	5	5	5	-8
COc1cccc(NC2c3ccccc3C(=O)N2Cc2ccco2)c1 (stereo not given)
  -1	-4	-3	0	-1	3	-6	1	5
COc1ccc(N2C(=O)CC(NCc3cccc(F)c3)C2=O)cc1 (stereo not given)
  0	-4	5	11	-1	2	-6	7	0
Cc1cc(C)c2c(C)[nH]nc2n1
  2	-3	.	-5	-1	3	.	.	5
CCOc1ccc(C(=O)NC2CCN(C(=O)N3CCCC3)CC2)cc1
  0	2	4	-4	2	1	-1	7	-2
COC(=O)CN(c1ccc(F)cc1)S(=O)(=O)c1ccccc1
  -1	0	3	-2	0	3	5	-3	5
CC1(C)CC(=O)N(CC(=O)N2CCN(c3ncccn3)CC2)c2ccccc2S1(=O)=O
  -4	-2	1	1	-2	1	-2	5	-6
CC(C)Nc1c(N)c(=O)oc2ccccc12
  0	-3	4	7	0	0	3	5	-4
CC(=O)c1nn(-c2ccc(C)cc2)cc1C(=O)c1cccc(Br)c1
  1	-3	2	6	0	-2	2	1	2
Cc1nnsc1C(=O)Nc1ccc(S(=O)(=O)N2CCC(C)CC2)cc1
  6	0	15	-8	-2	0	-3	9	-4
CCC(C)N(C(=O)COC(=O)CN=C1NS(=O)(=O)c2ccccc21)C1CCS(=O)(=O)C1 (stereo not given)
  2	-2	-8	.	1	0	-1	-3	0
CCCN1c2cccc3cccc(c23)S1(=O)=O
  1	-2	0	-4	-1	5	-5	7	-5
CC(C)OC(=O)c1ccc(COC(=O)c2cnccn2)cc1
  -7	-2	-2	-9	-2	2	-1	0	-4
CCOC(=O)CC(=O)Nc1ccn[nH]1
  1	-3	5	-3	0	4	4	3	-1
COC(=O)c1ccc(C(=O)OC)c(NC(=S)N2CCCCC2C)c1 (stereo not given)
  0	-6	6	-13	0	3	0	0	-2
CC1CCN(c2ccc(NC(=S)NC(=O)c3ccco3)cc2)CC1
  0	-11	5	-2	-2	3	-1	5	3
O=C(C1=C[C@@H](c2ccc(C(F)(F)F)cc2)C[C@@H](OCCCCO)O1)N1CCN(Cc2ccccc2)CC1
  3	-4	4	2	0	7	3	5	-4
COCCCNS(=O)(=O)c1ccc2[nH]c3c(c2c1)CCCCC3
  -1	-2	3	0	-4	9	1	4	3

Source: PubChem BioAssay (The Scripps Research Institute Molecular Screening Center)
